WRN inhibitor – inhibitors of human WRN helicase | Q14191 | WRN helicase unwinding, fluorescent forked duplex, kinetic | Potency, µM (doses to about 114 µM), inactives show at the top dose activity change, negative = inhibition, actives largely listed as inhibitors | 360,000 tested, 0.46% active | AID 651768; further: potency means the concentration at half of the fitted maximal effect; on the % scale 0 is the no-effect control and ±100 the full control effect; nearly all actives have a fitted effect of over 55% in size
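Kinetic red-fluorescence monitoring (525/598 nm) tracks WRN helicase activity after 100 nM fluorophore-quencher forked duplex and 2 mM ATP are added to 20 nM enzyme pretreated 15 min at room temperature with compound.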
MmCpn inh – M. maripaludis TRiC chaperonin inhibition | purified Mm-Cpn ATPase, ADP Transcreener TR-FRET | Potency, µM (doses to about 76.9 µM), for inactives: top-dose activity, negative = inhibition, usual class: inhibitors | 330,000 tested, 0.031% active | AID 504842; further: potency means the concentration at half of the fitted maximal effect; on the % scale 0 is the no-effect control and ±100 the full control effect; nearly all actives have a fitted effect of over 80% in size
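Compound-treated chaperonin, 25 nM final, turns over 10 uM ATP at 37°C for 30 min following a 10 min preincubation; ADP generated competes with ADP-d2 for Eu-cryptate antibody, lowering FRET.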
PLK1 PBD inh – inhibitors of human PLK1 polo-box domain binding | P53350 | Plk1 PBD binding of FITC phosphopeptide, fluorescence polarization | Potency, µM, inactives show max response, negative = inhibition, most hits filed as inhibitors | 360,000 tested, 2.8% active | AID 720504; further: potency means the concentration at half of the fitted maximal effect; series mostly up to about 57 µM; on the % scale 0 is the no-effect control and ±100 the full control effect; nearly all actives have a fitted effect of over 65% in size
Target sequence (P53350 whole entry, looked up, the tested form may be a part): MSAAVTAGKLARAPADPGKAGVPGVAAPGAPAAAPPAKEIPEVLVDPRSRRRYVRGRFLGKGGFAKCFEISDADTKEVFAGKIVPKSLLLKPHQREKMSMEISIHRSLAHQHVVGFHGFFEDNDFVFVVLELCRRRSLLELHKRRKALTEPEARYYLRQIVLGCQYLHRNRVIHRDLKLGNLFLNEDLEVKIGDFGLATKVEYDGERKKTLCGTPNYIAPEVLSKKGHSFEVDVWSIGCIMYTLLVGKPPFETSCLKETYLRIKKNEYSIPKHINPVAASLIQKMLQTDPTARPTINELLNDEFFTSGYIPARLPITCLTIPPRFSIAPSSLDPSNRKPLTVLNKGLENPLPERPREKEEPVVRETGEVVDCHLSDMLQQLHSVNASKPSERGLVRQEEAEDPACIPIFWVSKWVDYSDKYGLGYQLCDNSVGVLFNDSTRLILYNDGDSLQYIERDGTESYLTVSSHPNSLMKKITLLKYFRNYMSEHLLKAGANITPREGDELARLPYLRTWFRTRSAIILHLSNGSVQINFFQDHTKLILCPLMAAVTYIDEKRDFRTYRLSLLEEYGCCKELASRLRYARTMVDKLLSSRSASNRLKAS
EPAC1 agonist – EPAC1 (human) agonism. EPAC1 agonist qHTS, biochemical assay; response scale: 100% = response to 6.5 mM cAMP. Potency, µM (doses to about 154 µM), without a hit: at the top dose activation, usual class: activators. 360,000 tested, 0.073% active; further: potency means the concentration at half of the fitted maximal effect; nearly all actives have a fitted effect of over 60% in size
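Nucleotide exchange assay: 100 nM EPAC1 with 250 nM Rap1B loaded with BODIPY-GDP and 50 uM GDP, room temperature. Fluorescence (480/540 nm) read every 5 min for 30 min; signal change normalized to 6.5 mM cAMP as full agonist.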
PI5P4Ka inh – blocks human PI5P4K alpha kinase activity | P48426 | AID 652105 | PI5P4Kalpha enzyme, ADP-Glo luminescence, 60 min; hits give low values | 330,000 tested, 1.2% active | max response, %; active means max response of -50% or lower; inconclusive means between -30% and -50%; inactive means -30% or higher; further: value at the top dose of about 77 µM; on the % scale 0 is the no-effect control and ±100 the full control effect
Target sequence (P48426 whole entry, looked up): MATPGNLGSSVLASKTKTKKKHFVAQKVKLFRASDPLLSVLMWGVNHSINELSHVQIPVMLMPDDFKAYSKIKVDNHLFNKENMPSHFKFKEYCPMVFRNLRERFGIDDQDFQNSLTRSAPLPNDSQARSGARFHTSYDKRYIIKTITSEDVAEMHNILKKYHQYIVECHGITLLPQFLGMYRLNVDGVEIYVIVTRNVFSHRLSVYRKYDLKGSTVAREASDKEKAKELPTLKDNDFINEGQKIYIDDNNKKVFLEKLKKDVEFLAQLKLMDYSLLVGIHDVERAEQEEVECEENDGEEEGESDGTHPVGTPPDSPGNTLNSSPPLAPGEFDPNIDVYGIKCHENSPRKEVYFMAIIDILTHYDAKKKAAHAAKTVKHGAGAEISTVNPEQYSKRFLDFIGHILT
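Reactions run in 0.038 M HEPES pH 7.4, 0.28 mM EGTA, 0.1% CHAPS and 5% DMSO, with PI5P4Kalpha, substrate, compound and 5 microM ATP final, one hour at room temperature. Readout is ADP-Glo luminescence.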
EPAC1 antagonist – antagonists of human EPAC1 | AID 720709 | Potency, µM (doses to about 115 µM), for the others: top-dose activity change, negative = inhibition, actives largely listed as inhibitors | 360,000 tested, 0.14% active | EPAC1 GEF assay, Rap1b-BODIPY-GDP exchange fluorescence | O95398;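 further: potency means the concentration at half of the fitted maximal effect; plate controls were vehicle for no effect and positive control for full effect; nearly all actives have a fitted effect of over 50% in size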
CCT modulator – changes cytosolic chaperonin activity | activity change, % (concentration not given with the values), hits read low | AID 651819 | purified chaperonin ATPase assay, HTRF ADP detection, 30 min | 360,000 tested, 0.3% active; in the data active means activity change below about -30%; further: on the % scale 0 is the no-effect control and ±100 the full control effect
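First, chaperonin was dispensed at 40 nM or 20 nM final depending on batch activity. Next, compounds were pinned at 76 uM and ATP added at 10 uM. After 30 min at 37 °C, ADP detection reagents ran 30 min at ambient temperature.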
EPAC2 antagonist – blocks human EPAC2 exchange factor | Q8WZA2 | EPAC2 GEF exchange of Rap1B-BODIPY-GDP, fluorescence | Potency, µM (highest dose often 114 µM), inactives show top-dose activity, negative = inhibition, actives largely listed as inhibitors | 360,000 tested, 0.18% active; further: potency means the concentration at half of the fitted maximal effect; on the % scale 0 is the no-effect control and ±100 the full control effect; nearly all actives have a fitted effect of over 45% in size; many of its hits are not listed in these tables
Numbers without * were called inactive; ? = inconclusive; · = no result given; & = joins results of further samples; [ ] = remark or other dose. Unless noted, the call rests on the fitted dose curve; in most records, active means well fitted curve in the direction sought with a large enough effect; inconclusive means small, poorly fitted or top-dose-only effect, or another doubt; inactive means no such curve, though single readings can be large; an effect the other way counts as inactive or inconclusive. Only part of the results is shown; the hit share may differ from the screen's.

SMILES	WRN inhibitor	MmCpn inh	PLK1 PBD inh	EPAC1 agonist	PI5P4Ka inh	EPAC1 antagonist	CCT modulator	EPAC2 antagonist
Cn1c(N)c(C(=O)COC(=O)CC2CC3CCC2C3)c(=O)n(C)c1=O (stereo not given)	-6%	0%	-4%	-2%	-5	-2%	-0.8	-5%
COc1ccc(C(=O)N/C(=C\c2ccccc2)C(=O)NCCCn2ccnc2)cc1	7%	0%	5%	-3%	-5	7%	-7.3	11%
CN(C)C(=O)CSc1nnc(CCN)o1	2%	2%	1%	-1%	·	12%	0.6	10%
COc1cc([N+](=O)[O-])c2nccnc2c1	-7%	0%	0%	6%	1	-6%	-1.6	0%
O=C(COc1ccc(Cl)cc1)N1N=C(c2cccs2)CC1c1ccco1 (stereo not given)	1%	·	-10%	24%	0	-9%	-2.8	-3%
CC(=O)c1nc(N2C(=O)CC(Cc3ccc(C)cc3)C2=O)sc1C (stereo not given)	?	-8%	-10%	-1%	-1	-7%	-1.9	0%
CCOCCCNC(=O)C(c1ccc(C)cc1)N(Cc1ccc2c(c1)OCO2)C(=O)CNC(C)=O (stereo not given)	-14%	1%	-4%	-5%	-7	-23%	0.4	-9%
CCOC(=O)N1CCN(C(=O)COc2ccc3ccccc3c2Br)CC1	-6%	-18%	-10%	6%	-3	-11%	0.2	-15%
Nc1cccc(CN2CCCC2)c1	2%	-3%	-9%	-11%	-7	-15%	-0.6	5%
Cc1ccc(C2CC(c3cccc(C)c3)n3ncnc3N2)cc1 (stereo not given)	2%	-2%	-8%	-13%	-8	-13%	-3.0	-15%
Cc1ccnc(SCCn2c(N3CCC(C)CC3)nc3c2c(=O)n(C)c(=O)n3C)n1	2%	·	-1%	0%	·	18%	-1.5	14%
O=C(CSc1nncn1-c1ccccc1)c1c[nH]c2ccccc12	-28%	1%	-8%	8%	-15	?	-2.5	9%
CCOC(=O)C(c1nc2ccccc2[nH]1)n1c(-c2ccccn2)nc2ccccc21 (stereo not given)	3%	·	-3%	7%	5	4%	0.6	-1%
O=C(COc1ccccc1)Nc1cc(Cl)ccc1Cl	-13%	0%	-15%	-8%	1	-12%	-1.2	-5%
COc1ccc(-c2nnn(CC(=O)N(CCO)C(C(=O)NC3CCCC3)c3ccncc3)n2)cc1 (stereo not given)	-29%	-4%	?	8%	-17	-1%	-5.0	4%
CCOC(=O)N1CCC(N2CCCC(C(=O)c3ccccc3OC)C2)CC1 (stereo not given)	5%	-1%	-5%	7%	-7	-7%	-5.3	-1%
Cc1ccc(S(=O)(=O)N2CCC(C(=O)O)CC2)cc1C(=O)O	10%	-2%	-13%	-6%	0	14%	0.8	12%
Cc1ccc(C(=O)CSc2nnc3c4ccccc4nc(Cc4ccccc4)n23)cc1	-28%[57.1 µM]	-14%	-18%	7%	4	-7%	-0.8	-13%
CCCCc1nc(Cl)c(C#N)c2c1CCCC2	-5%	1%	-4%	3%	4	-16%	-1.2	?
O=C(/C=N/O)Nc1ccccc1C(=O)O	-2%	0%	-8%	17%	·	-10%	-3.0	-7%
CCN1C(=O)N/C(=C/c2ccc(Sc3ccc(C)cc3)o2)C1=O	-8%	1%	-17%	16%	-5	-12%	-1.6	15%
CSc1cccc(NC(=O)C2C3C=CC4(O3)C2C(=O)N(CCCN2CCOCC2)C4C(=O)NC2CCCCC2)c1 (stereo not given)	9%	?	-14%	3%	-1	0%	-2.8	0%
O=c1n(Cc2ccc(F)cc2)nc2n1-c1ccccc1SC2	4%	-1%	3%	-3%	2	2%	0.4	-1%
CN(Cc1ccccc1F)C(=O)c1ccc2c(=O)n3c(nc2c1)CCC3	4%	3%	-6%	-5%	-6	-6%	-0.2	0%
CSc1nnc(COc2ccc(C)cc2)n1N	13%	2%	-1%	1%	·	7%	0.2	9%
Oc1ccc(/C=N/N(Cc2ccccc2)c2ccccc2)cc1	-15%	1%	-7%	29%	17	-13%	-1.9	-15%
Cc1cccc(N2CCN(C(=O)CSc3nc4ccccc4nc3N3CC(C)OC(C)C3)CC2)c1C (stereo not given)	-1%	0%	-10%	-2%	4	14%	-1.5	-14%
Cc1cccc(C)c1NC(=O)C1(C)CCC(=O)N1c1cc(C(C)(C)C)nn1C (stereo not given)	-2%	·	-2%	-4%	3	1%	-2.1	4%
O=C(COc1ccccc1)NC1CCS(=O)(=O)C1 (stereo not given)	4%	-3%	-14%	-2%	6	-12%	1.2	4%
Cc1nc(SCC(=O)Nc2ccc3[nH]c(=O)[nH]c3c2)nc(C)c1C	?	-3%	?	9%	-22	-4%	-1.4	-7%
CCc1sc(NC(=O)CN2CCOCC2)nc1-c1ccccc1	3%	2%	?	2%	·	13%	-3.0	9%
COC(=O)c1c(C)[nH]c(C(=O)C(C)OC(=O)C2CC2C)c1C (stereo not given)	-8%	0%	-3%	10%	2	-23%	0.8	-21%
O=C(OCN1C(=O)C(=O)c2ccccc21)c1ccc(Cl)cc1	-1%	-1%	-6%	15%	7	9%	-0.6	-11%
O=C(Nc1ccncc1)C1CC(=O)N(Cc2ccccc2)C1 (stereo not given)	20%	·	-3%	-3%	-4	17%	-0.6	17%
CC1CN(C(=S)NC(=O)c2ccccc2)CC(C)O1 (stereo not given)	2%	0%	-6%	-4%	3	14%	-4.0	-5%
Cc1ccc(/C=C/C(=O)Nc2ccc(S(=O)(=O)Nc3onc(C)c3C)cc2)cc1	-16%	-5%	38µM*	25%	0	-13%	-0.1	3%
Cc1cc(CNC[C@H]2O[C@@H](n3cnc4c(N)ncnc43)[C@H](O)[C@@H]2O)no1	6%	·	6%	-6%	4	0%	-0.8	6%
O=C(NC1CCCCC1)C(c1ccccc1)N(Cc1ccco1)C(=O)c1csnn1 (stereo not given)	6%[57.1 µM]	1%	2%	-3%	0	14%	1.0	3%
CC(C)(C)n1nnnc1C(c1ccccc1)N1CCN(c2ncccc2C(F)(F)F)CC1 (stereo not given)	-2%&-5%	·	1%&4%	-1%&-22%	8&3	-12%&-8%	1.6&-0.9	-16%&-12%
CN(C)S(=O)(=O)c1cccc(C(=O)NCCc2ccccc2)c1	-4%	1%	-7%	14%	-12	2%	-1.3	1%
COc1cccc(CNC(=O)Cn2cccc2C(=O)c2ccccc2C)c1	6%	1%	-16%	-6%	-9	3%	-0.3	6%
COc1ccccc1CN(C)C[C@H]1OCc2cnnn2CCCC(=O)N([C@@H](C)CO)C[C@@H]1C	0%	·	3%	-3%	5	14%	-1.4	-9%
CC(=O)N(CC1CCCO1)C1(C(=O)NC2CCCC2)CCCCC1 (stereo not given)	-13%[57.1 µM]	3%	?	-13%	8	24%	2.1	10%
CCCN(CCC)Cc1c(C(=O)N/N=C/c2ccsc2)nnn1-c1nonc1N	-13%	0%	-7%	-1%	0	?	0.9	?
O=C(CCNC(=O)C1CCN(S(=O)(=O)c2ccccc2)CC1)NCc1ccc(Cl)c(Cl)c1	7%	-4%	3%	-4%	0	0%	2.5	6%
O=C(CN1C(=O)c2ccccc2C1=O)NNC1=NS(=O)(=O)c2ccccc21	12%	-3%	-6%	-2%	-4	-2%	-2.3	7%
CCOC(=O)N1CCC(NC(=O)CCc2ccccc2)CC1	-32%	1%	-8%	5%	4	-18%	-1.8	-3%
O=C1C(c2ccccc2)=[N+]([O-])c2ccccc21	71µM*	-12%	0.17µM*	4%	-6	0%	-2.3	?
CNC(=O)c1sc(N2N=C3/C(=C/c4ccccc4)CCCC3C2c2ccccc2)nc1C (stereo not given)	-6%	1%	?	24%	·	-1%	-0.3	-5%
c1ccc(Nc2nc(Nc3ccccc3)nc(N3CCNCC3)n2)cc1	18%	1%	-22%	3%	9	-12%	-1.6	14%
CCC(C)(C)NC(=O)CN(CC1CCCO1)C(=O)CNS(=O)(=O)c1ccccc1 (stereo not given)	1%	-1%	-6%	-2%	-10	8%	-1.5	13%
Cc1occc1C(=O)Nc1c(Cl)cccc1Cl	-6%	1%	-4%	0%	-27	4%	-2.3	9%
Brc1ccc(-c2noc(-c3ccccn3)n2)o1	5%	0%	1%	5%	-1	-7%	-1.3	8%
COc1ccc(SC[C@H](CC(C)C)N2CCN(CCc3ccccc3)CCC2=O)cc1	2%	-1%	-27%	-2%	3	-7%	0.5	-21%
Cc1cc2nc3n(c2cc1C)CC1CC(C(=O)NCc2ccccc2)N(C)C31 (stereo not given)	-2%	1%	-1%	12%	2	4%	0.2	1%
Cc1cccc(C(=O)NCC(=O)N2CCOCC2)c1	0%	-2%	2%	9%	2	-12%	-0.1	1%
COc1ccc(OCC(=O)NNC(=O)c2cccs2)cc1	2%	-1%	-6%	-4%	0	8%	-0.7	1%
CN1/C(=C\C(=O)COC(=O)c2ccc(O)cc2)C(C)(C)c2ccccc21	-9%	-11%	2%	-3%	0	-6%	-2.3	-27%
CCOc1ccccc1N1CC(C(=O)N2CCOCC2)CC1=O (stereo not given)	-8%[57.1 µM]	1%	3%	8%	-4	2%	0.4	-2%
CC(C)NC(=O)NC(=O)COC(=O)c1ccc(OC(F)(F)F)cc1	-29%	3%	-3%	-18%	6	-18%	-0.9	-13%
Other compounds follow:
SMILES	WRN inhibitor	MmCpn inh	PLK1 PBD inh	EPAC1 agonist	PI5P4Ka inh	EPAC1 antagonist	CCT modulator	EPAC2 antagonist
O=C(CN1C(=O)c2ccccc2C1=O)N1CCN=C1c1ccccc1	-14%	1%	1%	4%	2	-11%	-0.1	0%
Cc1sc2ncn3cnnc3c2c1C	-11%	2%	-3%	-10%	-2	3%	1.2	-2%
c1ccc(-n2cnnc2SCc2cn3ccccc3n2)cc1	-2%	1%	-5%	0%	·	0%	-3.9	7%
COc1ccc(Br)cc1-c1noc(-c2ccccc2F)n1	-11%	0%	1%	-4%	11	-3%	-3.0	13%

Source: PubChem
